GalR3 antag: GalR3 antagonists in HEK293 cells, primary screen, cell-based, fluorescence readout; inhibition, % at 3 µM; HEK293 GalR3-CNG cAMP membrane potential fluorescence; galR3 body fused to GalR1 C-terminus; 360,000 tested, 0.44% active; Galanin receptor type 3 (Homo sapiens), O60755;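 active = inhibition above the screen-wide average plus 3 SD, cut at about 13% in these data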;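 note: forskolin and galanin both at EC90 stimulate the cells; cAMP rise reported by CNG channel membrane potential dye signal; 0% = forskolin plus galanin with DMSO and 100% = forskolin alone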
Target sequence (O60755 1-299 limits assumed): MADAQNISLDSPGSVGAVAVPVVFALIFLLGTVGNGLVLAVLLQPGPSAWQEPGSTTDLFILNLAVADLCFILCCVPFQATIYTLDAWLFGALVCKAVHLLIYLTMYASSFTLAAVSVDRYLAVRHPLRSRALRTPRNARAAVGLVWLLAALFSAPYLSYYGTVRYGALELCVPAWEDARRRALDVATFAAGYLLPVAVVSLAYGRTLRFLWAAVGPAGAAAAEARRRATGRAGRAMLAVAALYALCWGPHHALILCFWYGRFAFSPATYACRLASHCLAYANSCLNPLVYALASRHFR
HCV NS3 hel inh: inhibitors of HCV NS3 helicase, primary screen, biochemical, Cy5 molecular beacon fluorescence. NS3 helicase DNA unwinding. inhibition, % at 10.9 µM. 290,000 tested, 0.56% active;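 active = inhibition above the mean of all tested compounds plus 3 SD, set per campaign, cut at about 35% in these data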;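 note: 0% = DMSO wells and 100% = thioflavine S control wells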
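test system = hepatitis C virus NS3 helicase domain fragment enzyme | reagent = annealed dual-labelled DNA beacon duplex, ATP-started | times = 1 h at 25 °C | detection = Cy5 fluorescence, 0 and 60 min reads | read-out basis = percent inhibition from t60/t0 fluorescence ratio | control set = DMSO and thioflavine S | replication = one well per compound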
MEKK3 PB1 HTS: modulators of MEKK3-MEK5 PB1 binding, primary screen, biochemical, wildtype MEKK3, multiplex bead flow cytometry, Alexa488-MEK5 | binding response (% of control), % at 10 µM | Mitogen-activated protein kinase kinase kinase 3 (Homo sapiens), Q99759 | 290,000 tested, 1.4% active | bead-based flow cytometry, Alexa488-MEK5 binding to MEKK3; actives lie on both sides; 0 = blocked by unlabeled MEK5, 100 = vehicle;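 active = binding response more than 3 SD above or below the average of its plate-row segment, actives on both sides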;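 note: Alexa488 bead fluorescence after subtracting the streptavidin-only scavenger bead signal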
MEKK2 mut-MEK5: MEK5 binding signal on mutant MEKK2 PB1, primary screen, biochemical, multiplex bead flow cytometry, Alexa488-MEK5 | Alexa488-MEK5 binding to MEKK2 mutant | percent response, % at 10 µM | 290,000 tested, 0.35% active; in the data active = percent response above about 24%, passing the limit was not always enough; note: inactives centre near 1; some results filed as inactive read as strong as hits
CRFBP-R2 agonist: agonists of CRF-BP/CRF-R2 complex, primary screen, cell-based, HEK293, calcium dye fluorescence, uHTS. CRF-binding protein / CRF receptor 2 complex (human). calcium dye fluorescence (FLIPR); percent of saturating CRF peptide response. activation, % at 13.2 µM. 350,000 tested, 0.46% active;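 active = activation of at least 50%, plus an integration ratio under a set limit after plate pattern correction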;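 note: plate controls were neutral control wells without compound for no effect and CRF at EC100 for full effect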
FID counter: compounds displacing fluorescent DNA intercalator, primary screen, artefact control for HCV NS3 helicase inhibitor project, biochemical, FID fluorescence; DNA fluorescent intercalator displacement; AID 1845, 2009; 290,000 tested, 0.17% active; inhibition, % at 7.9 µM; in the data active = inhibition above about 37%;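 note: 0% = vehicle and 100% = reference compound; higher means more ethidium bromide displaced from hairpin DNA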
UBC9 SUMO inh: inhibitors of in vitro SUMOylation cascade, primary screen, biochemical, HTRF, uHTS | HTRF SUMOylation assay, SAE1/SAE2 + UBC9 | inhibition, % at 35 µM | 290,000 tested, 0.36% active | SUMO-conjugating enzyme UBC9 (Homo sapiens), P63279; in the data active = inhibition above about 50%, passing the limit was not always enough; note: strong numbers were not always called active
Target sequence (P63279 whole entry, looked up): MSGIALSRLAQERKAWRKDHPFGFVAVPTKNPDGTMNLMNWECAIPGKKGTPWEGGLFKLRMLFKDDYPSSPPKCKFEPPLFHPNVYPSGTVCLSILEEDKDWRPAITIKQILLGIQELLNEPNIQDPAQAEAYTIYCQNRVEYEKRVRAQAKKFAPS
MEKK2 WT-MEK5: modulators of MEK5 binding to wildtype MEKK2, primary screen, biochemical, multiplex bead flow cytometry, Alexa488-MEK5. 290,000 tested, 1.1% active. Mitogen-activated protein kinase kinase kinase 2 (Homo sapiens), Q9Y2U5. binding response (% of control), % at 10 µM. Alexa488-MEK5 binding to MEKK2 WT; actives lie on both sides. AID 1531, 2009; in the data active = binding response below about 67% or above about 130%
CRFBP-R2 block: antagonists of CRF-BP/CRF-R2 complex, primary screen, cell-based, HEK293, calcium dye fluorescence, uHTS | CRF-induced calcium fluorescence | inhibition, % at 11.8 µM | 350,000 tested, 0.59% active;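 active = inhibition of the ligand-induced calcium signal above about 50% at the single tested concentration, limit read from the data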
* = called active by the depositor; . = not tested or not shown. An excerpt; rates above refer to the full screens.

Under each structure – FID counter, HCV NS3 hel inh, MEKK2 mut-MEK5, GalR3 antag, UBC9 SUMO inh, MEKK3 PB1 HTS, CRFBP-R2 agonist, CRFBP-R2 block, MEKK2 WT-MEK5
(1) CSc1ccccc1C(=O)C1CCCN(S(=O)(=O)c2c(C)noc2C)C1 (stereo not drawn)
  -4, -23, -2, -1, 4, 101, -0.6, 12, 98
(2) COc1ccc(S(=O)(=O)N(CC(=O)NCC2CCCO2)C2CCCCC2)cc1OC (stereo not drawn)
  -31, 7, -1, 2, 1, 102, -0.1, -2, 102
(3) Cc1ccc(NC(=O)C2C(c3ccccc3)C2(Cl)Cl)c(C)c1 (stereo not drawn)
  -5, -1, -1, -2, -14, 109, 0.3, -5, 104
(4) CCOc1ccc(Br)cc1C(=O)N/N=C/c1cccnc1
  -15, 6, 8, -9, 17, 107, -0.1, -4, 105
(5) O=C(C1CCN(S(=O)(=O)N2CCOCC2)CC1)N1CCOCC1
  2, 8, 5, -6, 24, 104, -0.8, 7, 106
(6) CN(C)CCNC(=O)c1sc2cccc(F)c2c1Cl
  9, -4, 3, 0, 11, 99, -1.3, -6, 102
(7) Clc1ccccc1CSc1cc2c(nn1)-c1ccccc1CC2
  -6, -2, ., -4, 6, ., 8.6, -3, .
(8) COc1cc(NS(=O)(=O)c2ccc(N)cc2)nc(OC)n1
  0, -1, -3, ., -7, 90, 1.2, 4, 98
(9) N#C/C(=C\c1cn(Cc2ccccc2)c2ccccc12)C(=O)NCc1ccco1
  -6, 7, -2, 1, 48, 101, 16, 17, 100
(10) Cc1ccc2oc(=O)c3cc(C(=O)NCCCN4CC(C)CC(C)C4)sc3c2c1 (stereo not drawn)
  20, -22, 13, -1, 16, 101, -0.8, -15, 142*
(11) CCOC(=O)c1c(NC(=O)CN2C(=O)NC3(CCCCCC3)C2=O)sc(C)c1-c1ccc(C)cc1
  -4, -2, -1, -2, 10, 97, -0.7, -43, 91
(12) COc1ccc(CNC(=O)NC(C)(C)c2cccc(C(C)(C)NC(=O)NCc3ccc(OC)cc3)c2)cc1
  -14, -4, 25, -9, 4, 101, 2.8, -4, 114
(13) Cc1ccc(N2CCN(C(=S)c3ccc(-c4cccc([N+](=O)[O-])c4)o3)CC2)cc1
  3, 11, 1, 2, 1, 98, 1.2, 8, 99
(14) CN(Cc1cccc(Cl)c1Cl)C(=O)c1ccc(NC(=O)CC#N)cc1
  -20, 17, 31, -4, 9, 111, -0.5, -2, 100
(15) CN(C)CCOc1ccc(C(C)(C)c2ccccc2)cc1
  7, -11, 13, -1, 16, 107, 0.2, -5, 110
(16) COC(CNC(=O)c1coc2nc3ccccc3nc12)OC
  1, -2, -2, -2, 20, 103, -1.0, 0, 100
(17) CNC(=S)N1CCN(c2nc(-c3cccc(OC)c3)cs2)CC1
  -22, -3, 4, -7, -6, 101, 0.5, 3, 107
(18) O=c1ccc2cc(S(=O)(=O)Nc3ccccc3F)ccc2o1
  -6, 1, 4, -8, 2, 102, -2.2, -3, 106
(19) CCOC(=O)CCSc1nc(C(C)(C)C)cc(C(F)(F)F)c1C#N
  -5, -5, -2, -5, 2, 98, 2.7, -27, 103
(20) COC(=O)c1ccc(NC(=S)N2CCCC2)cc1
  -1, -3, -4, 1, 6, 96, -0.8, 6, 98
(21) Cc1cccc(C(=O)NNC(=O)c2ccccc2Br)c1
  -7, 7, -3, -4, -4, 98, -2.2, 9, 97
(22) Cc1cccc(NC(=O)NCC(c2ccco2)N2CCCCC2)c1 (stereo not drawn)
  12, -2, -3, -6, 17, 99, -1.4, -15, 94
(23) CC(=O)N1CSCC1C(=O)O (stereo not drawn)
  -6, 5, 13, 0, -20, 106, 0.7, 8, 108
(24) Cc1ccc(-n2c(CCc3ccccc3)nnc2SCC(=O)NCc2ccccc2)cc1C
  -43, -3, 0, -5, -16, 103, 2.0, -12, 100
(25) COc1ccc(N2C(N)=NC(N)=NC2(C)C)cc1
  -1, -1, ., -1, -4, ., 2.4, -25, .
(26) CCOC(=O)c1cn[nH]c1NC(=S)Nc1ccccc1
  -4, 9, -10, -2, -4, 93, 0.5, -3, 97
(27) CCC(C)Sc1nc2c(c(=O)[nH]c(=O)n2C)n1CC(O)COc1ccccc1C (stereo not drawn)
  -33, 3, 3, -7, 6, 88, 0.2, -43, 101
(28) Cc1ccc(NS(=O)(=O)c2ccc3c(c2)c(=O)n(C)c(=O)n3C)cc1F
  0, 0, 4, -4, 2, 106, 0.1, -5, 105
(29) CCc1nnc(NC(=O)CSc2nnc(Cc3ccccc3)n2-c2ccccc2)s1
  -10, -4, 1, -5, 0, 99, -3.0, 10, 98
(30) COc1ccc(C(=O)Nc2cc([N+](=O)[O-])ccc2N2CCCC2)cc1
  3, 1, -4, -4, 16, 96, -3.0, 1, 96
(31) Cc1ccnc(NS(=O)(=O)c2ccc(NC(=O)CCOc3ccccc3)cc2)n1
  -14, 3, 9, -4, 15, 102, 1.7, 8, 107
(32) NC(=O)C1CCN(C(=O)Cc2ccc([N+](=O)[O-])cc2)CC1
  4, 11, 0, 1, -11, 118, -0.8, 3, 102
(33) CCc1ccc(Nc2ncnc3nc[nH]c23)cc1
  -3, 1, 25, -6, 12, 124, -1.0, -4, 122
(34) C#CCOCCOCCOCCNc1nc(N2CCN(C(=O)[C@H](Cc3cc4ccccc4[nH]3)n3cc([C@@H](N)C(C)CC)nn3)CC2)nc(N2CCN(C(=O)[C@H](CCCCN)n3cc([C@@H](N)CC(C)C)nn3)CC2)n1 (stereo partly drawn)
  44*, -60, 95*, ., 14, 111, 0.1, 2, 247*
(35) Nc1ccc(-c2nc3ccccc3o2)cc1
  -3, -1, 3, -4, 21, 100, 11, -6, 99
(36) Cc1c(NC(=O)Cn2ccc([N+](=O)[O-])n2)c(=O)n(-c2ccccc2)n1C
  -6, 2, -9, -5, 8, 82, 7.3, 0, 86
(37) O=C(CSc1nnc(-c2ccccn2)n1Cc1ccccc1)N1CCCC1
  -18, 16, 6, -5, -3, 98, -0.1, 9, 102
(38) COC(=O)C1C(=O)NCC1c1ccccc1 (stereo not drawn)
  1, 1, ., -8, 6, ., -0.1, -6, .
(39) CCc1cccc(C)c1NC(=O)c1ccc(CN2CCc3ccccc3C2)cc1
  -3, -5, -1, -8, 16, 104, -1.9, -32, 109
(40) O=C1c2ccccc2C(=O)N1n1cccc1
  0, -7, -3, -1, -24, 96, 0.2, 11, 95
(41) CN=CC1=C(O)CC(C)(C)CC1=O
  1, -1, 1, -2, 29, 97, -0.8, 2, 95
(42) O=C1NCCN1CCNS(=O)(=O)c1cc(C(F)(F)F)cc(C(F)(F)F)c1
  -14, 14, 2, -5, 9, 103, 0.2, -3, 102
(43) Cc1cccc(C)c1C(=O)N[C@@H](Cc1ccccc1)C(=O)O
  -4, 5, 9, 9, 5, 98, 0.5, -1, 106
(44) CCOc1ccccc1CNC(=O)C1CCN(C(=O)c2sccc2-n2cccc2)CC1
  -26, 1, 6, -2, 10, 105, 0.0, 7, 100
(45) COc1cccc(C2CC(c3cccs3)=NN2C(=O)CSc2nc3c(cnn3-c3ccc(F)cc3)c(=O)[nH]2)c1OC (stereo not drawn)
  3, 2, 4, ., 1, 104, 0.8, -8, 88

Some of the entries so far, with bars between the fields.
No. | smiles | FID counter | HCV NS3 hel inh | MEKK2 mut-MEK5 | GalR3 antag | UBC9 SUMO inh | MEKK3 PB1 HTS | CRFBP-R2 agonist | CRFBP-R2 block | MEKK2 WT-MEK5
28 | Cc1ccc(NS(=O)(=O)c2ccc3c(c2)c(=O)n(C)c(=O)n3C)cc1F | 0 | 0 | 4 | -4 | 2 | 106 | 0.1 | -5 | 105
43 | Cc1cccc(C)c1C(=O)N[C@@H](Cc1ccccc1)C(=O)O | -4 | 5 | 9 | 9 | 5 | 98 | 0.5 | -1 | 106
9 | N#C/C(=C\c1cn(Cc2ccccc2)c2ccccc12)C(=O)NCc1ccco1 | -6 | 7 | -2 | 1 | 48 | 101 | 16 | 17 | 100

New compounds follow.
Under each structure – FID counter, HCV NS3 hel inh, MEKK2 mut-MEK5, GalR3 antag, UBC9 SUMO inh, MEKK3 PB1 HTS, CRFBP-R2 agonist, CRFBP-R2 block, MEKK2 WT-MEK5
(46) CCOc1ccc(NC(=O)CN(C)CC(=O)Nc2ccccc2SC)cc1OCC
  -30, 5, -1, 6, -12, 99, -2.4, 15, 95
(47) CC(C)n1nnnc1SCC(=O)c1ccc2c(c1)OCCO2
  -5, -3, 7, -1, 15, 108, -1.2, 8, 125
(48) CCOC(=O)N1CCN(C(=O)c2ccccc2N(Cc2ccccc2)S(=O)(=O)c2ccccc2)CC1
  -51, -7, 2, -5, -4, 96, -0.4, 9, 97
(49) C=CCOC(=O)C1=C(C)NC(=O)NC1c1ccc(N(C)C)cc1 (stereo not drawn)
  -10, 0, 17, -3, 5, 104, -2.9, 1, 102
(50) CCc1c(C)nc(SCC(N)=O)c(C#N)c1C
  -5, 0, 4, -9, 8, 108, -0.5, 3, 108
(51) C=CCNC(=O)C1CCN(c2ccc(S(=O)(=O)N3CCOCC3)cc2[N+](=O)[O-])CC1
  -1, -1, -3, -6, 24, 97, -0.5, 19, 98
(52) CCOC(=O)C1CCCN(C(=O)CN2CCN(Cc3ccc(Cl)cc3)C2=O)C1 (stereo not drawn)
  -28, 5, 17, -3, 10, 110, -2.4, 8, 108
(53) COc1ccc(/C=C/C(=O)NCC(=O)N2CCC(N(C)CCN3CCOCC3)CC2)cc1OC
  4, 22, 4, 0, 1, 101, -1.1, 6, 103
(54) O=C(c1cccnc1)N1CCN(Cc2cccc(F)c2)CC1
  5, 6, ., -1, 13, ., -0.8, 40, .
(55) Cc1ccc(S(=O)(=O)N(C)CC(=O)OCC(=O)NC(=O)NC(C)C)cc1
  -27, 13, -1, -4, 2, 99, -0.6, 7, 103
(56) O=C(O)c1ccc(N/N=C/c2ccc(C(F)(F)F)cc2)cc1
  -19, 37*, -7, -3, -1, 101, -2.9, 17, 93
(57) O=C(Nc1ccccc1N1CCN(C(=O)c2ccc(Cl)cc2)CC1)c1ccc2c(c1)OCO2
  -28, -30, -5, -3, 6, 96, 1.5, 6, 91
